BAP1 block = human BAP1 deubiquitinase inhibition; recombinant BAP1, Ub-AMC hydrolysis fluorescence kinetic; stronger effect = lower value; activity remaining (% of control), % at 20 µM; actives 0.48% (n = 72,000); AID 436;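 active = activity remaining at or below 50% of control, provided the compound also passes the data quality filters; inactive = the rest, including low values that fail the filters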;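 also: 100% = DMSO wells rate and 0% = substrate alone blank rate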
Target sequence (Q92560 whole entry, looked up): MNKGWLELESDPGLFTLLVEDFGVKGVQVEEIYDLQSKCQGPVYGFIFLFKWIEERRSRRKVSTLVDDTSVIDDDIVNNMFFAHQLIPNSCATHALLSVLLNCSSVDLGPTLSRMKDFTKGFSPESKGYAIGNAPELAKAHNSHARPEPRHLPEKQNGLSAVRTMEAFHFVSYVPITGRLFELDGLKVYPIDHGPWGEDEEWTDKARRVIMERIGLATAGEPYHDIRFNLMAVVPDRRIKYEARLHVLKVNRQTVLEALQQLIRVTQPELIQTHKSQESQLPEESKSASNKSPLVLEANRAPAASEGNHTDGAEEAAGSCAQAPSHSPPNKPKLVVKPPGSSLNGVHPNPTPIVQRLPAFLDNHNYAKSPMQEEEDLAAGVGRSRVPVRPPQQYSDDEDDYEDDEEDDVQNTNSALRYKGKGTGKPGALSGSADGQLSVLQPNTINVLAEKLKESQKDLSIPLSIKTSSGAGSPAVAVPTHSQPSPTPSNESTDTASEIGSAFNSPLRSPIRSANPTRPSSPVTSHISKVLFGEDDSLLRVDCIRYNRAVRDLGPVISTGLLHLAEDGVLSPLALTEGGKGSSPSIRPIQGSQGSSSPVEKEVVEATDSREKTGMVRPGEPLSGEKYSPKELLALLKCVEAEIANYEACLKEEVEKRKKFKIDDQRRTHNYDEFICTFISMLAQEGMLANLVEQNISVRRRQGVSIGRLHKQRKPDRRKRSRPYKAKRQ
HePTP inhibitor = blocks human HePTP tyrosine phosphatase; inhibition, % at 20 µM; recombinant HePTP phosphatase activity, OD absorbance; actives 0.64% (n = 110,000); P35236; in the data active = inhibition above about 50%;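 also: plate controls were vehicle for no effect and reference inhibitor for full effect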
Target sequence (P35236 whole entry, looked up): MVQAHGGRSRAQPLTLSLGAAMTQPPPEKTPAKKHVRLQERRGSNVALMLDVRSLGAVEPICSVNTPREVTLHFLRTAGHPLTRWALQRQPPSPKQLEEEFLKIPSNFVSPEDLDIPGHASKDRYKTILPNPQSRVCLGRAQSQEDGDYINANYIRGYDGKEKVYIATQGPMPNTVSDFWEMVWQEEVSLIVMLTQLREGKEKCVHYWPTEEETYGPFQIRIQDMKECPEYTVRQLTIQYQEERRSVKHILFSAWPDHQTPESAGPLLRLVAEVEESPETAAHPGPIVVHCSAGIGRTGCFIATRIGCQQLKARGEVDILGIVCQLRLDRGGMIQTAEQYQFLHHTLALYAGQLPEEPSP
Active calls of the source: *; · = not tested or not shown; & = joins results of further samples.

SMILES	BAP1 block	HePTP inhibitor
CC1CCN(CCc2nc3cc(NS(=O)(=O)c4ccc(F)cc4)ccc3n2C)CC1	98	3
O=C(O)C1C2C=CC(C3CC23)C1C(=O)Nc1ccccc1Cl (centres undefined)	·	-3
COC(=O)c1cc(OC)c(OC)cc1NC(=O)c1ccoc1C	559	5
C[N+](C)(C)CCOC(N)=O	89	·
COc1cccc(C(=O)NCc2n[nH]c(=S)n2-c2ccccc2)c1	85	·
C#Cc1cccc(N2C(=O)c3c(Br)c(Br)c(Br)c(Br)c3C2=O)c1	·	0
COc1ccc(C2C=C(Nc3ccccc3)C(=O)N2c2ccccc2)cc1OC (centres undefined)	87	·
CCOc1cccc2cc(C(=O)N3CCN(C/C=C/c4ccccc4)CC3)c(=O)oc12	112	9
O=C(CC1SC(N2CCCCC2)=NC1=O)Nc1cccc(C(=O)O)c1 (centres undefined)	94	10
CCOC(=O)C(C#N)C(Cc1ccccc1)c1ccco1 (centres undefined)	62	2
O=C(CSC1=NCCS1)Nc1cccc2ccccc12	·	-5
COc1cc(-c2noc(CCC(=O)Nc3cccnc3)n2)cc(OC)c1OC	103	1
CCCOC(=O)c1ccc(NS(=O)(=O)c2cccs2)cc1	74	2
O=C(CCN1C(=O)c2ccccc2C1=O)Nc1ccccc1F	154	·
O=C(CSc1nnc(-c2ccccn2)n1-c1ccccc1)Nc1ccc2c(c1)OCO2	75	2
CCCCOc1ccc(NC(=O)CSc2nnc(-c3cccc(F)c3)n2-c2ccccc2)cc1	·	5
CCOC(=O)c1sc(NC(=O)c2ccc(Oc3ccccc3)cc2)nc1C	330	·
CCOc1ccc(C2C=C(Nc3ccccc3)C(=O)N2c2ccccc2)cc1 (centres undefined)	·	8
O=C(CCN1C(=O)C2C3C=CC(C3)C2C1=O)N1CCN(c2ccccc2F)CC1 (centres undefined)	91	5
O=[N+]([O-])c1ccc(-c2ccc(N=Cc3nc(-c4ccccc4)oc3O)cc2)cc1	·	-14
CCN(Cc1cc2cc(OC)ccc2[nH]c1=O)C(=O)Cc1ccc(OC)cc1	·	-8
O=[N+]([O-])c1cccc(Nc2ncnc3ccc(Br)cc23)c1	·	15
CCC(C(=O)Nc1ccc(C)cc1)c1ccccc1 (centres undefined)	·	-17
CCOc1ccccc1N(CC(=O)Nc1ccccc1C(=O)NCc1ccco1)S(C)(=O)=O	121	-11
Cc1cc(NC(=O)CSc2nnc(-c3ccco3)n2Cc2ccco2)no1	90	6
CCOc1ccc(CCNC(=O)C(O)c2ccccc2)cc1 (centres undefined)	148	5
CCCCCC1NC(=O)NC1CCCCCC(=O)O (centres undefined)	96	1
CS/C(=N\S(=O)(=O)c1ccc(Cl)cc1)c1ccccc1	·	-15
O=C(CCc1ccccc1)NC1CCSC1=O (centres undefined)	107	5
COc1cccc(OC)c1OCC(O)CN1CCN(c2ccccc2F)CC1 (centres undefined)	204	·
Cc1oc(-c2ccc3c(c2)OCCO3)cc1C(=O)O	83	-4
N#CN=C1SCCS1	·	-11
CC12CCC(=O)N1c1ccccc1C(=O)N2c1ccccc1 (centres undefined)	54	-10
CC(C)c1nc(N2CCN(C(=O)c3ccco3)CC2)c2c3c(sc2n1)CCCC3	124	-1
CCCCNC(NCCCC)=C(S(=O)(=O)CC)S(=O)(=O)CC	110	6&1
CC1CCN(C(=O)c2ccc(CN(c3ccccc3)S(C)(=O)=O)cc2)CC1	·	-16
CCOC(=O)Cn1nc(-c2ccc(Cl)cc2)cc1N	95	10
CN(C)c1ccc(-c2ccncc2)cc1	86	2
CC(C)OP(=O)(OC(C)C)C(Nc1cccc(N)c1)c1cccc(N)c1 (centres undefined)	·	-16
Cn1c(=O)oc2cc(S(=O)(=O)NCCCN3CCCC3=O)ccc21	98	2

Shown with bars between the fields: 20 of the compounds above.
SMILES | BAP1 block | HePTP inhibitor
COC(=O)c1cc(OC)c(OC)cc1NC(=O)c1ccoc1C | 559 | 5
C[N+](C)(C)CCOC(N)=O | 89 | ·
COc1cccc(C(=O)NCc2n[nH]c(=S)n2-c2ccccc2)c1 | 85 | ·
C#Cc1cccc(N2C(=O)c3c(Br)c(Br)c(Br)c(Br)c3C2=O)c1 | · | 0
COc1ccc(C2C=C(Nc3ccccc3)C(=O)N2c2ccccc2)cc1OC (centres undefined) | 87 | ·
CCOc1cccc2cc(C(=O)N3CCN(C/C=C/c4ccccc4)CC3)c(=O)oc12 | 112 | 9
O=C(CC1SC(N2CCCCC2)=NC1=O)Nc1cccc(C(=O)O)c1 (centres undefined) | 94 | 10
CCOC(=O)C(C#N)C(Cc1ccccc1)c1ccco1 (centres undefined) | 62 | 2
O=C(CSC1=NCCS1)Nc1cccc2ccccc12 | · | -5
COc1cc(-c2noc(CCC(=O)Nc3cccnc3)n2)cc(OC)c1OC | 103 | 1
CCCOC(=O)c1ccc(NS(=O)(=O)c2cccs2)cc1 | 74 | 2
O=C(CCN1C(=O)c2ccccc2C1=O)Nc1ccccc1F | 154 | ·
O=C(CSc1nnc(-c2ccccn2)n1-c1ccccc1)Nc1ccc2c(c1)OCO2 | 75 | 2
CCCCOc1ccc(NC(=O)CSc2nnc(-c3cccc(F)c3)n2-c2ccccc2)cc1 | · | 5
CCOC(=O)c1sc(NC(=O)c2ccc(Oc3ccccc3)cc2)nc1C | 330 | ·
CCOc1ccc(C2C=C(Nc3ccccc3)C(=O)N2c2ccccc2)cc1 (centres undefined) | · | 8
O=C(CCN1C(=O)C2C3C=CC(C3)C2C1=O)N1CCN(c2ccccc2F)CC1 (centres undefined) | 91 | 5
O=[N+]([O-])c1ccc(-c2ccc(N=Cc3nc(-c4ccccc4)oc3O)cc2)cc1 | · | -14
CCN(Cc1cc2cc(OC)ccc2[nH]c1=O)C(=O)Cc1ccc(OC)cc1 | · | -8
O=[N+]([O-])c1cccc(Nc2ncnc3ccc(Br)cc23)c1 | · | 15

Remaining list, next part
SMILES	BAP1 block	HePTP inhibitor
O=C(Nc1nn[nH]n1)C12CC3CC(CC(C3)C1)C2	63	·
COc1ccc(NC(=O)C2C(=O)NC3(C)CC2c2ccccc2O3)cc1 (centres undefined)	96	-15
CSc1ccccc1NC(=O)/C=C/C(=O)O	·	-8
COc1ccc(-c2ccc(/C=N/NC(=O)C(O)c3ccccc3)o2)cc1Cl (centres undefined)	·	-2
CCOC(=O)c1ccc(NC(=O)CSc2n[nH]c(-c3ccncc3)n2)cc1	·	6
CC(C)(C)c1ccc(C(=O)CC(=O)c2ccccc2O)cc1	·	-2
CCN(CC)S(=O)(=O)c1cc(C(=O)Oc2ccccc2OC)ccc1OC	108	-1
COc1ccc(NC(=O)Nc2ccc(Cl)c(Cl)c2)cc1	·	14
CCCS(=O)(=O)n1nc(-c2ccc(OC)cc2OC)cc1N	91	-2
COc1cc(C2C(=O)N(C3CCCC3)CC(=O)N2Cc2ccco2)ccc1OC(C)C (centres undefined)	61	1
COc1ccc(NC2CCN(C3CC(=O)N(c4ccc(F)c(Cl)c4)C3=O)CC2)cc1 (centres undefined)	51	13
COCC(C)NC(=O)c1cc(-c2cccc(OC)c2)on1 (centres undefined)	99	7
O=C(CCCc1nc2ccccc2s1)N1CCN(S(=O)(=O)c2cccs2)CC1	100	-3
COc1ccccc1N1CCN(CC(O)COc2ccc(C(C)C)c(C)c2)CC1 (centres undefined)	81	·
CC12c3ccccc3C(C)(c3ccccc31)C1C(=O)N(c3ccc(C(=O)O)cc3)C(=O)C12 (centres undefined)	·	1
CC(=O)Nc1ccc(S(=O)(=O)N(Cc2ccccc2)c2ccccn2)cc1	·	-1
CCOC(=O)NC(Nc1nnc(SCC)s1)(C(F)(F)F)C(F)(F)F	103	5
O=C(Nc1cc2cccc([N+](=O)[O-])c2oc1=O)c1ccc(-c2ccccc2)cc1	63	·
N/C(=N\c1nc(C(F)(F)F)cc(=O)[nH]1)Nc1ccc(-c2ccccc2)cc1	·	12
Cc1ccc(NC(=O)CCOc2ccccc2)c(Br)c1	·	6
Cc1cc(N/C=C/C(=O)c2ccccc2)ccc1Br	·	4
O=c1c2ccccc2c(-c2ccccc2)nn1-c1cc([N+](=O)[O-])ccc1N1CCOCC1	56	-9
O=c1cc(-c2ccccc2)c2cc(Cl)ccc2[nH]1	·	9&2
CC1CCN(c2nncc3ccccc23)CC1	76	8
Cc1nc2c(ccc3nc(NC(=O)c4ccc(S(=O)(=O)N(C)C)cc4)sc32)s1	363	1
CC(C)Cn1c(N(C)C)nc2c1c(=O)[nH]c(=O)n2C	92	·
CCCCOC(=O)CSc1nnc(-c2cc(OC)c(OC)c(OC)c2)o1	100	-2
COc1cc(OC)c(NC(=O)c2cc(C(F)(F)F)cc(C(F)(F)F)c2)cc1Cl	·	1
Fc1ccc(CCNC2CCN(Cc3ccccc3)CC2)cc1	·	4
CC(=O)c1sc(NC(=O)C=C(C)C)nc1C	94	-3
O=C(CCC(=O)OCC(F)(F)C(F)F)NCc1ccccc1	79	11
COc1cc(OC)c(C(=O)Nc2ccc(N(C)C)cc2)cc1OC	313	-8
CS(=O)(=O)N(CCc1ccccc1)CC(=O)N1CCN(c2ccccc2)CC1	81	9
COC(=O)c1c(NC(=O)C2CC=CCC2C(=O)O)sc2c1CCC(C)C2 (centres undefined)	·	-21
COc1ccc(OCC(=O)Nc2cc(-c3nc4ccccc4o3)ccc2C)cc1	·	0
Cc1ccc(O)c(-c2cc(C(=O)NCc3ccncc3)[nH]n2)c1	98	4
CCOC(=O)C1C(=O)CC(C)(O)C(C(=O)OCC)C1c1ccc(C)s1 (centres undefined)	118	-9
C[C@@](Cc1ccc(O)c(O)c1)(NN)C(=O)O	95	·
O=C(CSc1nc(-c2ccccc2)c(-c2ccccc2)o1)Nc1nccs1	·	-10
COCCNCCOc1cccc(Cl)c1Cl	·	5

Exported bar-delimited: 2 of the compounds above
SMILES | BAP1 block | HePTP inhibitor
C[C@@](Cc1ccc(O)c(O)c1)(NN)C(=O)O | 95 | ·
O=C(CSc1nc(-c2ccccc2)c(-c2ccccc2)o1)Nc1nccs1 | · | -10

Next part
SMILES	BAP1 block	HePTP inhibitor
Cc1cc(OCC(=O)NCCN2CCOCC2)ccc1Br	114	2
COc1cccc(NC(=O)CCCOc2ccc(Cl)cc2Cl)c1	·	8
O=S(=O)(Nc1nc2ccccc2nc1NCc1ccco1)c1ccccc1	·	3
CCOC(=O)c1c(NC(=O)c2ccc(Br)o2)sc(C)c1CC	62	-94
O=C(NCCCN1CCOCC1)c1c(F)cccc1F	75	4
COC(=O)C1=C(O)/C(=C/c2ccc(OCC(=O)Nc3ccccc3OC)cc2)N=C1C	·	-4
CCn1c(C)nc2cc(-c3nc4n(n3)Cc3ccccc3-4)ccc21	104	2
CSc1ccc(Cl)c(C(=O)OCC(=O)N2CC(C)OC(C)C2)c1 (centres undefined)	93	4
CCCn1nnc(NC(=O)c2sc3ccccc3c2Cl)n1	·	7
CCC1(C(=O)OC)NC(c2cccc(F)c2)C2C(=O)N(C)C(=O)C21 (centres undefined)	105	6
CCOC(=O)c1c(C)oc2c1c(C=NC1CCS(=O)(=O)C1)c(O)c1ccccc12 (centres undefined)	85	4
O=C(C1CCN(c2ccc(N3CCOCC3)nn2)CC1)N1CCN(c2ccc(F)cc2)CC1	·	0
CC(C)c1ccccc1OCCCCCNCCO	80	-7
CCc1ccccc1OCc1nnc(N)s1	90	0
COc1ccccc1-n1c(SCC(=O)N(C)C2CCS(=O)(=O)C2)nc2ccccc2c1=O (centres undefined)	96	2
Cc1ccc(CC(=O)NCC(C)C)cc1	68	0
CCCc1nnc(NC(=O)COC(=O)/C=C/c2ccco2)s1	·	20
O=C(Nc1ccccc1C(=O)O)c1ccc2c(c1)C(=O)N(c1ccc(Cl)cc1)C2=O	·	22
CN(C)S(=O)(=O)N1CCN(S(=O)(=O)c2ccccc2)CC1	89	12
COC(=O)c1ccc(NC(=O)C2C3C=CC(O3)C2C(=O)O)cc1 (centres undefined)	94	-11
Cc1cc(N2C(=O)CCC2=O)n(-c2ccccc2)n1	59	4
Cc1cc(NC(=O)c2ccccc2)n(-c2ccccc2)n1	·	-6
O=c1[nH]c(SCCc2ccccc2)nc2ccccc12	·	-9
Nc1nc(NC(=O)c2cccs2)nn1-c1ccccc1	90	8
Cc1cccc(NC(=O)CCCCCN2C(=O)c3ccccc3C2=O)n1	59	4
COc1cccc(CNC(=O)CCS(=O)(=O)c2cccc3nsnc23)c1	95	-6
CC(N=Cc1cc([N+](=O)[O-])cc(Br)c1O)C12CC3CC(CC(C3)C1)C2 (centres undefined)	·	4
O=C(Oc1ccc(C(=S)N2CCCCC2)cc1)c1ccccc1	143	·
CCOC(=O)C(=Cc1ccc(OCc2ccc([N+](=O)[O-])cc2)c(OC)c1)C(=O)OCC	·	-12
COc1ccc(-c2cc3ccc(OCc4nn[nH]n4)cc3oc2=O)cc1	500	9
COC(=O)C1=C(C)N(Cc2cccnc2)C(=O)/C1=C\c1cccc(OC)c1O	·	1
COc1ccc(C(NC(=O)CN(c2cccc(Cl)c2)S(=O)(=O)c2ccccc2)c2ccccc2)cc1 (centres undefined)	·	-6
COc1cccc(/C=C2\SC(=S)N(CCC(=O)O)C2=O)c1	·	-8
O=C(CN1C(=O)C2C3C=CC(C3)C2C1=O)Nc1ccc2nccnc2c1 (centres undefined)	72	-1
Cc1nc(-c2ccccc2)nc2[nH]c(-c3ccccc3)cc(=O)c12	·	8
O=C(COn1nnc2ccccc21)NCC1CCCCC1	101	2
CCS(=O)(=O)N1CCC(C(=O)NCCc2ccccc2)CC1	91	1
CC(C)CNC(=O)c1nn2c(c1Cl)NC(c1cccs1)CC2C(F)(F)F (centres undefined)	·	-7
CC1(C)CC(=O)C2=C(C1)Oc1ncn3nc(-c4cccnc4)nc3c1C2c1ccccc1 (centres undefined)	96	7
COc1ccc(CC(=O)Nc2cc(C)ccn2)cc1	107	5
O=C(Nc1cc(Cl)cc(Cl)c1)Nc1ccc(Cl)c(Cl)c1	·	-7
CCCc1nnc(SCC(=O)N2CCCC(C)C2)n1CCCOC (centres undefined)	107	6

Source: PubChem (several laboratories)

Rows were taken by chance; overall some 0.7% were active at least once.
